# Compound activity (PubChem)
# CHRM5 PAM: CHRM5 positive allosteric modulation; P08912; CHO-K1 hM5, Fluo-8 calcium, ACh EC20 PAM; 0% = ACh EC20, 100% = ACh EC100; activation, % at 3 µM; 360,000 compounds, 0.3% hits; AID 624038;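 active = activation above the run cutoff, the mean activation of all test compounds plus 3 SD, cut at about 18% in these data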
# Target sequence (P08912 whole entry, looked up): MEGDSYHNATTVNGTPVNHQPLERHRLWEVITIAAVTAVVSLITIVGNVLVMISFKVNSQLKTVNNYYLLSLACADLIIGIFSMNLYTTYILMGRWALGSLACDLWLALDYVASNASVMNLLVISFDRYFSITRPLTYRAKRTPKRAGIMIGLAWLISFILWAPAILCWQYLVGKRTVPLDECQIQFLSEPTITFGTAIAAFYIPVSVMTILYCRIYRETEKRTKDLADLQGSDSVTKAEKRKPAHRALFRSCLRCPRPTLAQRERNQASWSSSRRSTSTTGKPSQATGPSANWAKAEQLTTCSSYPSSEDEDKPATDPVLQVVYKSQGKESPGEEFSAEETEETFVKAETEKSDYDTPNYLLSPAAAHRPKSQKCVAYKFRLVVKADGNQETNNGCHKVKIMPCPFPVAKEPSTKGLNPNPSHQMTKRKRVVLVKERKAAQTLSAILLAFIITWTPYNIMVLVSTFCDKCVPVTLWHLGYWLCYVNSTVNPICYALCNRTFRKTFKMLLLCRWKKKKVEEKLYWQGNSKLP
#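 System: CHO-K1 cell line with stable human muscarinic M5 receptor expression | Also added: EC20 acetylcholine as agonist stimulus | Compound: One concentration, 3 µM final (nominal) | Timing: Fluo-8 loading 80 min at 37 °C plus 30 min room temperature | Measured by: Fluo-8 calcium dye fluorescence, kinetic read | Read-out basis: % activation, ACh-normalized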
# CHRM5 antagonist: CHRM5 antagonism in calcium assay. P08912. CHO-hM5 cells, Fluo-8 calcium fluorescence, ACh EC80. inhibition, % at 3 µM. 360,000 compounds, 0.59% hits. AID 624040;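 active = inhibition above a per-plate cutoff, the mean of that plate's test compounds plus 3 SD, cut at about 27% in these data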;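 also: 0% = acetylcholine EC80 with DMSO and 100% = DMSO without agonist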
# CHRM1 PAM: positive allosteric modulators of human M1 muscarinic receptor; P11229; CHO-K1 hM1, Fluo-8 calcium fluorescence, ACh EC20; 0% = ACh EC20, 100% = maximal ACh; 360,000 compounds, 0.088% hits; activation, % at 3 µM; in the data active = activation above about 19%, passing the limit was not always enough
# Target sequence (P11229 whole entry, looked up): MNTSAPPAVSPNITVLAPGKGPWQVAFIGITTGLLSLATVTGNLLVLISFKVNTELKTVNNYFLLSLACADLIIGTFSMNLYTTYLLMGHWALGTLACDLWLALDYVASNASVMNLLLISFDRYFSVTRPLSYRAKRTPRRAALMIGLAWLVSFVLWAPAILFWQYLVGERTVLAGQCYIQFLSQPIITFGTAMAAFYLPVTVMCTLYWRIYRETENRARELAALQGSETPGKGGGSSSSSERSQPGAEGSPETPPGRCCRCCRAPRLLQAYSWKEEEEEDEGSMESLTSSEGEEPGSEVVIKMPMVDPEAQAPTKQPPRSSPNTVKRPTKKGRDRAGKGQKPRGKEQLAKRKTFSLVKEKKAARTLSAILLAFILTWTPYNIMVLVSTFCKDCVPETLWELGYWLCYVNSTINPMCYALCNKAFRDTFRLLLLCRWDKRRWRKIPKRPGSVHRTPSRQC
# CHRM1 antagonist: antagonists of human M1 muscarinic receptor; P11229; CHO-K1 hM1, Fluo-8 calcium fluorescence, ACh EC80 antagonist; inhibition, % at 3 µM; 360,000 compounds, 1.3% hits; AID 588852;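 active = percent inhibition above its own plate's cutoff, namely the mean of that plate's compound wells plus 3 SD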;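 also: peak over basal fluorescence ratio during 140 s after agonist addition; 0% = ACh EC80 plus DMSO and 100% = DMSO alone without agonist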
# M5 ag: CHRM5 agonism in calcium assay | AID 624037 | activation, % at 3 µM | P08912 | CHO-K1 hM5 cells, Fluo-8 calcium fluorescence; 0% DMSO wells, 100% maximal acetylcholine response | 360,000 compounds, 0.19% hits;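 active = activation above the run's mean over test compounds plus 3 SD, cut at about 23% in these data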;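 also: signal is peak over basal fluorescence ratio across the kinetic read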
# CHRM4 PAM: positive allosteric modulators of human muscarinic M4 receptor. 360,000 compounds, 0.4% hits. AID 624126. activation, % at 3 µM. CHO-K1 hM4/Gqi5, Fluo-8 calcium fluorescence, ACh EC20; 0% = ACh EC20, 100% = maximal ACh. P08173;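 active = activation above its plate's cutoff, the mean activation of sample wells plus 3 SD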; also: some results filed as inactive read as strong as hits
# CHRM4 antagonist: blocks acetylcholine activation of human M4 receptor; CHO-hM4 cells, ACh EC80, Fluo-8 calcium fluorescence; inhibition, % at 3 µM; 360,000 compounds, 0.73% hits;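 active = inhibition above its plate's cutoff, the mean inhibition of sample wells plus 3 SD, cut at about 27% in these data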;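 also: 0% = acetylcholine EC80 with DMSO and 100% = DMSO without agonist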
# CRFBP-R2 agonist: CRF-BP/CRF-R2 complex agonism; AID 588473; activation, % at 13.2 µM; 350,000 compounds, 0.46% hits; HEK293 CRF-R2/CRF-BP, calcium dye fluorescence (FLIPR); percent of saturating CRF peptide response;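 active = activation of at least 50%, plus an integration ratio under a set limit after plate pattern correction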;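 also: plate controls were neutral control wells without compound for no effect and CRF at EC100 for full effect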
# M4 ag: agonists of human muscarinic M4 receptor (CHRM4). P08173. CHO-K1 hM4/Gqi5, Fluo-8 calcium fluorescence; vehicle 0%, full acetylcholine response 100%. activation, % at 3 µM. 360,000 compounds, 0.14% hits;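 active = activation above the run mean over all test wells plus 3 SD, cut at about 32% in these data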;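 also: peak over basal fluorescence ratio per well then scaled between controls; 0% = DMSO wells and 100% = acetylcholine at EC100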
# * = called active by the depositor; x = no result given.
SMILES,CHRM5 PAM,CHRM5 antagonist,CHRM1 PAM,CHRM1 antagonist,M5 ag,CHRM4 PAM,CHRM4 antagonist,CRFBP-R2 agonist,M4 ag
Cc1ccc(OCc2nnc(SCC(=O)NCc3ccco3)n2C)cc1,-7,7,9,-8,-9,3,2,-0.7,0
O=C(CCC(=O)c1cccs1)NNC(=O)c1ccccc1Cl,0,9,4,0,1,-3,7,-0.3,0
COc1cc(/C=C2/C(=N)N3N=C(CC(=O)N4CCOCC4)SC3=NC2=O)ccc1OCc1ccccc1F,3,-2,4,-2,-1,-4,1,2.1,0
CCOC(=O)CN1C(=O)N(CC)C(C)=C(C(=O)OC)[C@@H]1c1ccccc1,4,6,1,7,-5,7,-2,-0.2,-1
CCOc1ccccc1CN1C(=O)NC(C)(c2ccccc2)C1=O (stereo unspecified),2,-1,1,-2,-1,-4,-1,-0.3,0
Cc1ccc(CNC(=O)CCS(=O)(=O)c2cc3c(cc2C)NC(=O)CO3)cc1,-2,-4,2,-3,-1,2,-20,-0.6,0
COc1ccccc1CNc1cc(C)ccn1,1,22,8,-15,-7,-3,3,0.1,0
COc1cccc(-c2cc(C(=O)Nn3cnnc3)c3ccccc3n2)c1,1,-1,5,-28,4,1,0,-0.6,0
Nn1c(SCC(=O)NC2CCCCCC2)nnc1-c1ccco1,2,2,10,-11,0,5,-14,-0.7,1
Cc1nc(N)nc(Nc2ccc(C#N)cc2)c1Br,4,-1,7,-9,2,-4,-16,1.4,2
NC(=O)c1cc(S(=O)(=O)NCCc2ccccc2)cs1,7,0,10,-10,-2,7,-19,-0.6,4
CCOC(=O)C(NC(=O)c1cccc(Cl)c1)(OCc1ccc(F)cc1)C(F)(F)F (stereo unspecified),-1,-5,1,-12,-7,-3,3,5.3,-3
Cc1[nH]nc2c1C(c1cccc(OC(=O)N3CCOCC3)c1)C(C#N)=C(N)O2 (stereo unspecified),2,4,10,-51,-1,8,-2,-1.9,1
N#CC1=C2SCN(Cc3ccco3)CN2C(=O)CC1c1cccc2ccccc12 (stereo unspecified),-1,-4,6,-10,-6,2,4,1.3,1
CCn1cc(C(=O)NCCCN2CC(C)CC(C)C2)c(=O)c2cc(S(=O)(=O)N(C)C)ccc21 (stereo unspecified),1,-4,-4,-4,-5,-4,-1,6.2,1

# Part of the list above, showing only CHRM1 PAM and CHRM4 PAM.
SMILES,CHRM1 PAM,CHRM4 PAM
Cc1ccc(CNC(=O)CCS(=O)(=O)c2cc3c(cc2C)NC(=O)CO3)cc1,2,2
COc1ccccc1CNc1cc(C)ccn1,8,-3
COc1cccc(-c2cc(C(=O)Nn3cnnc3)c3ccccc3n2)c1,5,1

# Next section
SMILES,CHRM5 PAM,CHRM5 antagonist,CHRM1 PAM,CHRM1 antagonist,M5 ag,CHRM4 PAM,CHRM4 antagonist,CRFBP-R2 agonist,M4 ag
CCc1nn(CC(=O)N2CCN(c3ccc(OC)cc3)CC2)c(=O)c2cc3occc3n12,11,-6,18,-17,-1,1,7,0.5,2
CC1CC1C(=O)OCC(=O)Nc1cc(S(=O)(=O)N2CCCCC2)ccc1Cl (stereo unspecified),0,2,-2,2,0,-2,8,-1.0,3
C/C(=N\Nc1ccc(Cl)c(Cl)c1)c1ccc(-n2ccnc2)cc1,-16,25,-23,16,-7,-12,21,-2.5,3
O=C1OC[C@H]2CCCN2C(=O)[C@@H](CC(=O)N(CCO)Cc2ccccc2)C/C=C\CC[C@H]1Cc1ccc(F)cc1,-3,6,3,-5,-2,-2,-7,-2.4,4
Cc1ccc2c(c1)N(CCC(=O)NCCN1CCOCC1)C(=O)CO2,-1,6,8,-10,-2,0,-6,0.0,1
O=C(O)CSCC(=O)N(Cc1ccccc1)c1nc(-c2ccccc2)c(-c2ccccc2)s1,-4,-2,-1,5,-7,5,-2,-0.3,1
NS(=O)(=O)c1ccc(NC(=O)c2c(Cl)cccc2Cl)cc1,1,2,9,-6,1,2,-2,1.5,0
O=C(CCCN1C(=O)[C@H]2CC=CC[C@H]2C1=O)NCc1nc(-c2ccc(Cl)cc2)no1,-3,-1,1,-3,0,-8,1,-0.1,13
C[C@]12c3[nH]c4ccccc4c3CCN1C(=O)C(CC(=O)NCC13CC4CC(CC(C4)C1)C3)C[C@@H]2C(=O)N1CCOCC1 (stereo partly specified),12,-22,17,-20,3,3,-13,55*,2
Cc1cc(O)c(C(C[N+](=O)[O-])c2ccc(Cl)cc2)c(=O)o1 (stereo unspecified),2,-3,1,4,-11,2,-7,-0.3,0
O=C(CN1C(=O)CCS(=O)(=O)c2ccccc21)Nc1ccc2c(c1)OCCO2,-9,5,4,-11,-2,2,3,-1.0,1
Cc1noc(C)c1S(=O)(=O)Nc1ccc2c(c1)C(=O)N([C@H](C)CO)C[C@H](C)[C@@H](CN(C)C(=O)CCCN(C)C)OCCCC[C@@H](C)O2,4,-6,6,-19,1,3,-12,0.2,1
O=C(NCc1ccc(F)cc1)C(c1ccco1)N(C(=O)c1csnn1)c1ccccc1 (stereo unspecified),3,0,13,-10,0,1,-8,-2.4,6
C=CCn1c(SCC(=O)c2ccc(CNC(C)=O)o2)nc2ccccc2c1=O,-4,0,6,-9,-2,1,-3,2.0,1
CC(C)C[C@H]1CN(CCCC[C@H]2CNC(=O)C(=O)N2CC2CCCCC2)C(=O)C(=O)N1CC1CCCCC1,2,-15,x,x,-3,8,-35,x,0
c1ccc(-c2cnc(-c3ccccc3)nc2)cc1,-6,3,-9,3,2,-9,-3,1.2,0
CCOC(=O)c1sc(NC(=O)c2cc3ccccc3o2)nc1C,7,1,8,1,6,5,-14,-0.1,0
Cc1ccc(N2C=Nc3ccc(C)c4nc(C)cc2c34)cc1,1,-7,2,-1,-4,-4,1,0.8,-1
Cc1cc(NC(=O)CCCC(=O)NCc2ccccc2)no1,2,-5,13,-1,-3,9,-5,1.4,3
CCOC(=O)c1c(O)c2ccccc2oc1=O,2,3,2,-1,1,0,-2,-1.3,2
Cc1ccc2c(c1)C1CN(C)CCC1N2Sc1ccccc1[N+](=O)[O-] (stereo unspecified),-11,10,-10,13,-13,-7,0,2.8,10
CN(C)c1ccc(C(CC(=O)O)C(=O)O)cc1 (stereo unspecified),1,-1,13,-4,0,0,-4,1.0,2
O=C(COC(=O)c1ccc2c(c1)OCO2)Nc1ccccc1OC(F)F,-2,4,-10,16,0,4,3,0.4,2
O=C(CC(NC(=O)c1ccccc1Cl)c1ccccc1)NCCc1ccc(Cl)cc1 (stereo unspecified),-2,-2,8,-5,-1,6,-3,-0.3,1
O=C(NCc1nnc2c(C(F)(F)F)cc(Cl)cn12)c1cccnc1,-1,4,7,-13,-3,2,3,-1.5,1
CCOC(=O)c1c(C)n(C)c2cc(OCCN(CC)CC)ccc12,-4,-2,2,-13,-2,2,1,-2.5,1
N#CC1CC(c2ccc([N+](=O)[O-])cc2)=NN1c1ccc([N+](=O)[O-])cc1 (stereo unspecified),0,7,7,-4,-2,-2,6,47,3
CCOc1ccc(CCNC(=O)COC(=O)CNC(=O)c2ccc(Br)o2)cc1OCC,1,2,9,-27,4,7,-11,-0.2,1
CCOC(=O)c1c(-c2cccc([N+](=O)[O-])c2)csc1NC(=O)C1CC1,-26,8,-5,9,-6,0,4,0.8,1
Cc1cc(C)n(CCC(=O)N2c3ccccc3CC2C)n1 (stereo unspecified),2,4,11,-11,-3,3,0,0.0,1
CS(=O)(=O)N(CC(=O)N1CCCCC1)C1CCCCC1,-6,5,5,-6,-2,-9,7,-0.6,0
COc1cccc(NC(=O)CCS(=O)(=O)c2cccs2)c1,10,4,3,-14,0,3,0,-0.4,1
CN[C@H]1C[C@H]2c3[nH]c4ccc(-c5ccc(OC)cc5)cc4c3CCN2C(=O)[C@H]1[C@H](C)O,-5,0,0,-2,-1,1,-22,3.7,7
O=C(CN1C(=O)CSc2ccc(S(=O)(=O)N3CCOCC3)cc21)NCCc1ccccc1,-4,2,-9,13,-2,-5,2,-2.3,2
COC(=O)CSc1nnc(-c2ccoc2C)n1-c1ccc(C)cc1,10,-2,5,-22,-1,3,-3,-0.5,0
CCOc1cc(/C=C(\C#N)C(=O)Nc2ccccc2C(=O)O)ccc1OC(=O)c1ccc(C)cc1,-3,7,9,-18,2,1,4,-0.4,0
FC(F)C(F)(F)c1cc(-c2ccc(Cl)cc2)n[nH]1,-9,9,-7,12,17,-13,28*,28,9
N#C/C(=C(/O)c1cccs1)c1nc2ccccc2[nH]1,-2,-3,5,-15,-4,6,-12,2.9,3
CCn1ccnc1CN(C)Cc1cn(-c2ccccc2)nc1-c1ccc(OC)cc1F,-2,17,0,4,-2,1,-5,-0.9,2
CSCCC(C)N1CCC(Oc2ccc(C(=O)N3CCCC3)cc2)CC1 (stereo unspecified),-5,-1,-4,12,-5,-4,3,3.5,0
N[C@@]12CCc3nonc3[C@]1(O)CC(c1ccccc1)=[N+]2[O-],10,0,7,-3,1,26*,1,0.6,1
CC1(c2ccc(OC(F)F)cc2)NC(=O)N(CC(=O)Nc2ccc(Cl)cc2F)C1=O (stereo unspecified),4,3,3,24,30*,-3,3,34,31
CCc1cc2cc(C)ccc2nc1SCC(=O)NNC(=O)c1ccco1,-1,5,3,-5,-2,-1,-1,-1.5,1
c1ccc(OCc2nnc(-c3ccccc3)o2)cc1,-2,14,2,-14,-1,3,1,-1.1,2
Cn1ccnc1SCC(=O)Nc1ccc(Cl)cn1,-5,1,-1,-5,0,0,2,-1.4,2
CCC(C)(C)NC(=O)CN(CCc1cccc(C)c1)C(=O)c1csnn1,6,1,6,-7,-1,-6,2,-1.2,1
COc1ccc(C(=O)Nc2ccc(S(=O)(=O)N3CCN(C)CC3)cc2)cc1[N+](=O)[O-],-3,3,5,-8,1,3,8,-1.6,3
CCOc1ccc(-n2c(C)cc(C(=O)CCl)c2C)cc1,12,3,1,4,-9,-4,2,-1.7,0
COC(=O)[C@@]12CCCN1[C@H](c1ccc(-c3cccc(Cl)c3)cc1)[C@H]1C(=O)N(C)C(=O)[C@H]12,1,7,7,-5,-3,4,-3,2.5,6
Cc1cc(C)c2c(N)c(C(=O)Nc3ccccc3F)sc2n1,4,10,2,-9,-2,8,0,-1.7,2
Cc1cccc(-n2nc3c(c2NC(=O)CCCl)CSC3)c1,-1,11,5,-3,-2,1,6,-1.5,0
O=C(O)c1cccc(Nc2nc(-c3ccc([N+](=O)[O-])cc3)nc3ccccc23)c1,-7,12,2,-9,0,-5,5,-1.5,10
CCOc1ccccc1OCc1nn2c(COc3ccccc3)nnc2s1,-3,5,5,4,0,-4,-7,0.6,5
S=C1NC(c2cccs2)=CC(c2ccc(Br)cc2)N1 (stereo unspecified),-5,4,12,-16,-5,25,13,-0.9,2
O=C(Nc1ccnn1C1CCN(C(=O)c2ccc(C(F)(F)F)cc2)CC1)C1CC1,-5,5,0,0,-7,4,-12,-1.9,2
CC(=O)Nc1ccc(C2=NNC(=Nc3cccc(S(=O)(=O)N(C)C)c3)SC2)cc1,0,6,1,-7,-2,16,-8,-0.2,2
NS(=O)(=O)c1cccc(NC(=O)CN2CCN(S(=O)(=O)c3ccc4c(c3)OCCO4)CC2)c1,6,11,11,-15,-1,4,-13,0.2,0
